# High-throughput results as filed in PubChem.
# CaV13 ICDI inh: Disruptors of the CACNA1D IQ motif to Ca2+-dependent inactivation inhibitor domain association, primary screening, Förster resonance energy transfer in intact living … | inhibition, % at 12.3 µM | 0.098% of 340,000 active | HEK cells, CFP/YFP FRET ICDI-IQ, plate reader, 10 min; percent FRET-ratio fall versus neutral wells;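 active = mean replicate inhibition of at least 30% and at least 1% of replicates passing that level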;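 note: 0% = median of the neutral control wells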
# MC4R barr agon: agonists of human melanocortin 4 receptor (MC4R) beta-arrestin; P32245; U2OS MC4R beta-arrestin complementation, luminescence; percent of melanotan II response, DMSO zero; activation, % at 8.9 µM; 0.98% of 360,000 active;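 active = activation above a per-plate cutoff, the mean activation of sample wells on that plate plus 3 SD, cut at about 8% in these data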
# Target sequence (P32245 whole entry, looked up): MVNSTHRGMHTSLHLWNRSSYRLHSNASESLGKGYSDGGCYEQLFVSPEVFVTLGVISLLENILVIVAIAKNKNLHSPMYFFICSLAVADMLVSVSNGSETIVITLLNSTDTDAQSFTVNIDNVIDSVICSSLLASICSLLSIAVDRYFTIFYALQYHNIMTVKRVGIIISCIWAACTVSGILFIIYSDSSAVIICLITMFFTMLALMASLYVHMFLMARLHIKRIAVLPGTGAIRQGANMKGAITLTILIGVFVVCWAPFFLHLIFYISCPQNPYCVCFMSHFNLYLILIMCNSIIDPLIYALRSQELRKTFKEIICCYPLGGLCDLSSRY
# ABHD5-PLIN5 inh: inhibitors of human ABHD5-perilipin-5 interaction. Q00G26+Q8WTS1. Split G. princeps luciferase complementation, luminescence, 4 h. inhibition, % at 4 µM. 0.78% of 360,000 active. AID 602281;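 active = inhibition above the mean inhibition across every tested compound plus 3 SD, cut at about 22% in these data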;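 note: 0% = DMSO only wells and the 100% control is not disclosed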
# N-glyco inh: blocks N-linked glycosylation in D54 reporter cells. 0.23% of 360,000 active. D54 ERlucT glycosylation luciferase reporter, 24 h; percent of 100 nM tunicamycin response. reporter increase, % at 12.5 µM;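 active = mean luciferase reporter signal, scaled so untreated is 0 and the glycosylation-blocking control 100, at or above a set limit in every replicate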;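 note: luciferase carries N-glycosylation sites so blocking glycosylation raises the light; 0% = median of neutral control wells and 100% = median of 100 nM tunicamycin wells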
# Cardio protect: protects H9c2 cardiomyocytes from peroxide injury | protection from H2O2 cell death, % at 20 µM | 0.63% of 360,000 active | H2O2 injury protection, ATPLite, 2 h;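 active = compounds giving at least 50% protection of heart cells from peroxide-induced death in the single-dose screen, raw or plate-pattern-corrected value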;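 note: 0% = DMSO wells with peroxide and 100% = DMSO wells without peroxide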
# ABCB6 inh MLPCN: blocks the human ABCB6 transporter | fluorescence ratio to DMSO, % at 10 µM | K562-ABCB6 porphyrin accumulation, flow cytometry, 1 h; hits give low values | AID 602162 | 0.19% of 360,000 active | Q9NP58;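 active = fluorescence ratio to DMSO below 75%, the collection mean minus 3 SD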;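 note: signal is porphyrin accumulated inside mitochondria; 100% equals median channel fluorescence of DMSO control wells; lower ratio means ABCB6 inhibition with less porphyrin fluorescence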
# HTR2A ag: activates the mouse 5-HT2A serotonin receptor; P35363; CHO-K1 mHTR2A beta-arrestin complementation, luminescence; percent of 30 µM serotonin response; activation, % at 7.6 µM; 0.66% of 360,000 active; AID 624169;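 active = activation above a run cutoff, the mean activation of all tested compounds plus 3 SD, cut at about 14% in these data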;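 note: 0% = plate median of compound wells and 100% = 30 µM serotonin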
# Exocytosis inh: lytic granule exocytosis inhibition; 0.66% of 360,000 active; AID 651702; inhibition, % at 10 µM; TALL-104 LAMP-1 surface exposure, flow cytometry; cells stimulated with thapsigargin and PMA;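 active = inhibition above about 55%, limit read from the data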
# MC4R antag cAMP: human MC4R antagonism in cAMP assay; P32245; MC4R-expressing cells, MTII-stimulated cAMP, LANCE TR-FRET; inhibition, % at 6.5 µM; 0.48% of 360,000 active;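 active = inhibition above its plate's cutoff, the mean of tested wells on that plate plus 3 SD, cut at about 29% in these data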;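 note: 0% = Melanotan II alone and 100% = Melanotan II plus saturating MCL0020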
#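 System – human MC4R-expressing U2OS cells · Also added – Melanotan II · Dosing – one concentration, 6.5 µM nominal · Timing – 30-min compound, 1-h challenge, 1-h detection, room temperature · Measured by – Eu-cAMP/anti-cAMP TR-FRET, emission 671 nm · Replicates – singlicate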
# PDI inh: PDI (human) enzyme inhibition. P07237. 0.052% of 350,000 active. PDI insulin aggregation turbidity, A650, 90 min. AID 588391. inhibition, % at 10 µM;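 active = mean inhibition across replicates of 30% or more, whatever share of single replicates reach that level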;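 note: absorbance from insulin aggregation driven by PDI reduction with DTT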
# Target sequence (P07237 whole entry, looked up): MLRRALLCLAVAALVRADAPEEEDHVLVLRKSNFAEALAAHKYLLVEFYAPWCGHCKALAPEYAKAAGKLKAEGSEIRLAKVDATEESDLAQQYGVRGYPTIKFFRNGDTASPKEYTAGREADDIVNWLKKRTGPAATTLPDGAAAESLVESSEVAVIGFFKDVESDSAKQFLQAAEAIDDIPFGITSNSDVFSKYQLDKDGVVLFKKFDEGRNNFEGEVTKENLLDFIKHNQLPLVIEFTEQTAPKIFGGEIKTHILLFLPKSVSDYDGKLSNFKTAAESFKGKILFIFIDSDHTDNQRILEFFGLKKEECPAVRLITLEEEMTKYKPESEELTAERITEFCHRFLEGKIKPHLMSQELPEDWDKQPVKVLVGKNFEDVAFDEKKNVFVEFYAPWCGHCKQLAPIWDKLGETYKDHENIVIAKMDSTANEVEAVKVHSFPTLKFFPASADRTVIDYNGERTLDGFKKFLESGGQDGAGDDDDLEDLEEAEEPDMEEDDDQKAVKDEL
# The depositor's hits bear a star; · = no result given.
SMILES,CaV13 ICDI inh,MC4R barr agon,ABHD5-PLIN5 inh,N-glyco inh,Cardio protect,ABCB6 inh MLPCN,HTR2A ag,Exocytosis inh,MC4R antag cAMP,PDI inh
Cc1ccc(NC(=O)CN(c2ccc(Cl)cc2)S(=O)(=O)c2cc([N+](=O)[O-])ccc2Cl)c(C)c1,-6,0.5,0,2,-8,101,-2,-1,14,2
COc1ccccc1NC(=O)CCSc1ccc(C)cc1,-4,1.6,1,1,-2,107,6,-1,5,17
COc1ccc(-c2c(-c3cc(OC)cc(OC)c3)n(C)c3ccc(-c4cccc5[nH]ccc45)cc23)cc1,-10,1.6,-5,-3,-3,97,-7,-5,0,3
CCOc1cc(/C=N/NC(=O)CNc2ccc(C)cc2)ccc1OC(=O)c1ccccc1,·,0.0,1,3,2,101,-6,1,-3,1
CCCCN(Cc1ccco1)S(=O)(=O)c1csc(C(N)=O)c1,-3,0.1,9,0,-3,99,-2,-2,5,-5
CCN(CC)C(=O)CSc1nc2ccccc2c(=O)n1CCC(=O)NCc1ccc(F)cc1,-6,-0.4,2,1,1,99,-2,-1,21,4
COc1ccc(CCNc2nc3ccccc3n3nnnc23)cc1OC,-6,-1.2,-4,-3,40,134,2,-7,-47,-8
COc1ccc(CNC(=O)C(C)c2ccc([N+](=O)[O-])cc2)cc1 (centres undefined),-6,-0.2,4,0,0,96,0,-2,17,-1
Cc1ccc(NS(=O)(=O)c2cccc(C(=O)Nc3cc(C)on3)c2)cc1,-4,-2.0,-9,-2,-10,96,-1,1,12,1
CC(=O)NC(O)C(=O)c1ccccc1 (centres undefined),-4,-0.5,4,2,5,97,2,0,7,4
Cc1ccc2c(cnn2C(=O)CCC(=O)NCc2cccc(Br)c2)c1,-3,0.5,-3,2,7,101,1,0,7,·
COc1ccc(-c2[nH]ncc2CN2CCCCCCC2)c(OC)c1,-6,-1.9,-6,1,6,90,-7,6,5,1
CCSc1nc2ccccc2n1CC(=O)OC,-4,-0.4,4,-1,15,102,2,0,1,-6
CC(C)Oc1ccccc1C1(c2ccccc2)NC(=O)NC1=O (centres undefined),-6,1.3,0,0,1,95,-5,-6,18,-3
CCN(CCn1cccn1)C(=O)C1CCC(=O)N(CC2CCCCC2)C1 (centres undefined),-6,0.0,2,3,-1,103,-4,8,5,-11
CCOc1ccc(-c2cc(C(=O)NCc3cc(C(F)(F)F)cc(C(F)(F)F)c3)[nH]n2)c(C)c1,-10,1.0,6,1,-15,90,0,-5,11,3
COc1ccc(N2CCN(CC(O)COc3cc(C)ccc3C)CC2)cc1 (centres undefined),-3,1.6,-2,2,-3,101,-5,-11,9,-5
S=C(NCC1CCCCC1)Nc1ccc(Oc2ccccc2)cc1,-5,0.3,-7,-2,-14,106,-5,0,12,-1
CCC(C)NC(=O)c1cnc2n(c1=O)CCS2 (centres undefined),-6,-1.9,-6,1,-13,100,0,4,12,-7
COCCN(CC(=O)Nc1cccc(C)c1C)C(=O)c1ccc2ccccc2n1,-3,-1.5,-14,-1,-2,91,1,-2,-5,-2
CN(C)CCCN(Cc1ccccc1)C(=S)Nc1ccc(OC(F)F)cc1,-5,-1.0,7,-4,2,96,-6,12,3,2
Cc1cccc(NC(=O)CSc2nc(C)c(CC(=O)c3ccc(Br)cc3)c(C)c2C#N)c1C,·,-0.6,4,0,46,113,7,0,3,9
Cc1ccccc1Nc1ncnc2c1cnn2C,-5,0.4,-2,-2,2,97,-3,-6,-1,-3
CCCCCCCNC(=O)C1(CC2CC(c3ccccc3)=NO2)CCNCC1 (centres undefined),-12,-0.9,8,-2,7,91,-7,8,-1,-4
O=C(Nc1ccccc1F)Oc1cccc(OC(=O)Nc2ccccc2F)c1,-5,-1.5,-1,-3,-7,98,5,-3,15,2
O=C(CCN1CCOCC1)Nc1c(-c2ccccc2)c2cc(Br)ccc2[nH]c1=O,-8,-1.1,1,3,4,96,11,-2,4,2
COc1ccc(N2C(=O)C3CCCN3C2c2ccc(Cl)cc2)cc1 (centres undefined),-2,-1.5,-3,1,-7,96,-3,1,-2,·
O=C(COC(=O)c1ccc[n+]([O-])c1)Nc1ccc([N+](=O)[O-])cc1C(F)(F)F,-6,-0.8,-6,-1,-5,107,0,10,7,2
CC/C(=C/c1ccccc1)c1cccc2[nH]c3c(OC)cccc3c12,-10,-1.0,-13,-2,-11,102,-3,-6,-9,0
CCC(CC)C(=O)Nc1cccc(/C(C)=N/NC(=O)c2c(Br)cnn2C)c1,·,-0.8,-4,1,-1,99,0,-3,4,-6
O=C(COC(=O)C1CC1)NCCNC(=O)COC(=O)C1CC1,-6,-1.4,86*,-3,2,100,-4,6,28,-4
COc1ccccc1N1CCN(C(=O)C(=O)c2cn(CC(=O)N3CCCCCC3)c3ccccc23)CC1,-7,-0.3,8,0,3,119,-1,-1,11,-2
Cc1ccc(C)c(NC(=S)N2CCC(NC(=O)c3ccc(F)cc3)CC2)c1,-7,-0.1,10,2,1,98,-6,-3,16,-1
Cc1cc(C)c2c(CN3CCN(Cc4ccccc4)CC3)cc(=O)oc2c1C,-3,1.5,8,0,-8,95,-12,34,5,7
O=C(COC(=O)C1CCN(S(=O)(=O)c2cccs2)CC1)NCc1ccccc1,-4,-0.1,1,-1,-4,98,2,-4,26,-6
COc1cccc(N(CC(=O)NC2CCCC2)C(=O)Cn2nnc(-c3ccc(C)cc3)n2)c1,·,-2.0,0,-4,2,93,-5,-1,0,-6

# The final 4 entries of the part before lead into the next.
SMILES,CaV13 ICDI inh,MC4R barr agon,ABHD5-PLIN5 inh,N-glyco inh,Cardio protect,ABCB6 inh MLPCN,HTR2A ag,Exocytosis inh,MC4R antag cAMP,PDI inh
Cc1ccc(C)c(NC(=S)N2CCC(NC(=O)c3ccc(F)cc3)CC2)c1,-7,-0.1,10,2,1,98,-6,-3,16,-1
Cc1cc(C)c2c(CN3CCN(Cc4ccccc4)CC3)cc(=O)oc2c1C,-3,1.5,8,0,-8,95,-12,34,5,7
O=C(COC(=O)C1CCN(S(=O)(=O)c2cccs2)CC1)NCc1ccccc1,-4,-0.1,1,-1,-4,98,2,-4,26,-6
COc1cccc(N(CC(=O)NC2CCCC2)C(=O)Cn2nnc(-c3ccc(C)cc3)n2)c1,·,-2.0,0,-4,2,93,-5,-1,0,-6
O=C(Nc1ccc(Nc2ccccc2)cc1)c1ccc(F)cc1,-21,1.5,4,4,-4,94,2,17,12,1
O=C(Nc1c(C(=O)Nc2cccc(F)c2)oc2ccccc12)c1ccc2c(c1)OCO2,-4,0.6,-2,2,-1,100,2,-1,16,-5
O/N=C/c1ccn(-c2ccc(Br)cc2)c1,5,-1.8,-4,1,-10,101,0,2,10,2
CC1CCCN(CCOc2cccc(Oc3ccccc3)c2)C1 (centres undefined),-18,2.8,3,-1,-8,94,-10,60*,-3,8
CCN1C(=O)CC(N2CCC(C(=O)OC)CC2)C1=O (centres undefined),·,-1.1,1,0,1,90,1,1,4,3
COc1ccc(C(=O)NCCS(=O)(=O)N2CCCC2)cc1,-6,-3.4,-12,0,0,99,-4,5,13,-8
Cc1ccccc1OCCC(=O)OCC(=O)Nc1c(F)cccc1F,-6,-2.3,-6,0,3,94,1,-2,-1,1
C=CCSc1n[nH]c(-c2cccs2)n1,-17,-2.0,-7,4,-2,98,1,-2,3,7

# Grouped by structure, those above with a nitro group on carbon
SMILES,CaV13 ICDI inh,MC4R barr agon,ABHD5-PLIN5 inh,N-glyco inh,Cardio protect,ABCB6 inh MLPCN,HTR2A ag,Exocytosis inh,MC4R antag cAMP,PDI inh
Cc1ccc(NC(=O)CN(c2ccc(Cl)cc2)S(=O)(=O)c2cc([N+](=O)[O-])ccc2Cl)c(C)c1,-6,0.5,0,2,-8,101,-2,-1,14,2
COc1ccc(CNC(=O)C(C)c2ccc([N+](=O)[O-])cc2)cc1 (centres undefined),-6,-0.2,4,0,0,96,0,-2,17,-1
O=C(COC(=O)c1ccc[n+]([O-])c1)Nc1ccc([N+](=O)[O-])cc1C(F)(F)F,-6,-0.8,-6,-1,-5,107,0,10,7,2

# Outcome played no part in choosing rows. Share with any hit: about 4.2%.
